# Screening data as filed in PubChem.
# PGC1a acetyl inh = modulators of PGC1a acetylation; U2OS PGC1a acetylation, AlphaScreen anti-acetyl-lysine; with virally co-expressed GCN5 acetyltransferase; inhibition, % at 15.6 µM; hit rate 0.17% among 350,000; AID 651687;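 active = every replicate shows inhibition of at least 40%; inconclusive = mean inhibition at least 40% but some replicate below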;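 note: 0% = neutral control wells and 100% = positive control wells; some results beyond the cut were filed as inactive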
# miR122 inh = inhibitors of miR-122 in Huh7 cells. Huh7 miR-122 Renilla luciferase sensor, 48 h; neutral wells = 0, positive control = 100. activation (reporter increase), % at 12.5 µM. hit rate 0.3% among 340,000. AID 602342;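 active = mean replicate activation score at least 90 and every replicate individually at or above 90; inconclusive = only one of the two criteria met; inactive = neither criterion met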;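 note: higher luciferase means less miR-122 activity so hits act as miR-122 inhibitors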
# INS-1E GSIS act = primary screen for activators of insulin secretion dependent on glucose, INS-1E cells, GLuc reporter luminescence | INS-1E GLuc reporter insulin secretion, 2-3 h | AID 743287 | activation, % at 16.6 µM | hit rate 0.61% among 370,000;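 active = lowest replicate activation of at least 40%, so every replicate reaches that level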;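 note: 0% = median of neutral control wells and 100% = median of IBMX positive control wells; some compounds called inactive have numbers as strong as hits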
# Statin myotox sup = suppression of simvastatin myotoxicity | C2C12 myotubes + simvastatin, ATP luminescence, 48 h; scaled: DMSO 0, geranylgeraniol control 100 | AID 602340 | hit rate 0.78% among 330,000 | rescue of ATP level, % at 7.49 µM;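 active = mean ATP rescue above about 67%, or every replicate alone reaching that limit, limit read from the data, passing the limit was not always enough; inconclusive = no clear call, values can overlap the other calls; inactive = mean under the limit and some replicate under it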;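 note: myotubes were challenged with 10 µM simvastatin during compound exposure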
# * hit, by the source's call; ? = inconclusive; · = no result given. An excerpt; the hit share may differ from the screen's.
# Below each compound: PGC1a acetyl inh | miR122 inh | INS-1E GSIS act | Statin myotox sup
> CCOc1cc(/C=C2\C(=O)N(CCc3ccc(OC)c(OC)c3)C(C)=C2C(=O)OC)ccc1O
  · | · | 9 | ·
> CCOC1OC(=O)C(Cl)=C1Nc1ccccc1C (centres undefined)
  · | · | -4 | ·
> Cc1ccc(N2N=C(c3ccc(Br)cc3)CCC2=O)cc1
  · | · | -22 | ·
> CCCNC(=O)N1CC(=O)N2[C@H](CO)[C@H](c3ccc(C#Cc4ccccc4)cc3)[C@H]2C1
  · | · | -3 | ·
> CCCCOc1ccc(-c2cnc3ccccc3n2)cc1
  · | · | -1 | ·
> O=C(N/N=C/c1cc2c(cc1Cl)OCO2)c1ccncc1
  · | · | 11 | ·
> COc1ccc(N2C(=O)CC(N3CCN(S(=O)(=O)c4c(F)cccc4F)CC3)C2=O)cc1OC (centres undefined)
  · | · | 11 | ·
> COc1ccccc1NS(=O)(=O)c1cc(NC(=S)Nc2cc(C)cc(C)c2)ccc1Cl
  · | · | 43 | ·
> O=C(Nc1ccccc1C(=O)N1CCCCC1)C1CCCCC1
  · | · | 9 | ·
> COc1ccc(NCC(=O)N/N=C2\CCCC(C)C2)cc1 (centres undefined)
  · | · | 5 | ·
> CCC(C)c1ccc(NC(=O)COc2c(F)c(F)c(C(F)(F)F)c(F)c2F)cc1 (centres undefined)
  · | · | -22 | ·
> O=C(Nc1ccccc1F)N1CC(=O)N2[C@H](CO)[C@H](c3ccc(-c4ccc(F)cc4)cc3)[C@@H]2C1
  · | · | -27 | ·
> CCOC(=O)C1C(=O)CC(C)(O)C(C(=O)OCC)C1c1ccc(OCC)cc1 (centres undefined)
  · | 0 | · | 1
> N#Cc1ccc2ccn(CC(=O)NCc3ccccc3)c2c1
  · | 14 | · | -3
> CCOC(=O)C1=C(C)NC2=C(C(=O)CCC2)C1c1ccc(N(C)C)cc1 (centres undefined)
  · | 0 | · | 3
> COc1cccc(N2CCN(c3ncccn3)CC2)c1
  · | -4 | · | -1
> C=CCOc1ccc2c(c1)c(S(=O)(=O)c1ccc(C)cc1)cn2COC
  · | 82 | · | 10
> CN1/C(=C/C=N/n2cnnc2)C(C)(C)c2ccccc21
  · | 3 | · | -8
> CCN1c2ccccc2-c2nc3ccccc3n2C1c1cccnc1 (centres undefined)
  · | -3 | · | 7
> CCOC(=O)c1cc2c(ccn2C)n1CC(=O)N1CCC(Cc2ccccc2)CC1
  · | 4 | · | 6
> CS(=O)(=O)c1ccccc1COC(=O)Nc1ccc(Cl)cc1
  · | 10 | · | -5
> CCN1CCCC1CNCc1ccc(Cl)cc1Cl (centres undefined)
  · | -1 | · | 2
> Cc1ccccc1NCCNc1ccccc1C
  · | -5 | · | -2
> COc1ccc(OC)c(C(C)NC(=O)c2ccco2)c1 (centres undefined)
  · | 8 | · | -5
> O=C(Nc1ccc(N2CCCCC2)c(Cl)c1)c1ccc(N2CCOCC2)c([N+](=O)[O-])c1
  · | -6 | · | 2
> O=C(OCC(=O)N1CCN(C(=O)c2ccco2)CC1)c1cc(-c2ccc(F)cc2)nc2ccccc12
  · | 2 | · | -2
> O=S(=O)(c1ccc(F)cc1)N1CN(Cc2ccco2)c2nc3ccccc3nc21
  · | -2 | · | 0
> CC(=O)c1cc2c(cc1NS(=O)(=O)c1ccc3c(c1)OCCO3)OCO2
  · | 14 | · | 10
> CCOc1cc(CNc2cccc3ccccc23)cc(Br)c1OCC(=O)NC(C)(C)C
  · | -2 | · | 13
> O=C(NNC(=O)c1cccnc1)Nc1ccccc1
  · | -2 | · | 2

# Single records, as listed above:
# `O=C(Nc1ccccc1C(=O)N1CCCCC1)C1CCCCC1` as listed: PGC1a acetyl inh = ·; miR122 inh = ·; INS-1E GSIS act = 9; Statin myotox sup = ·
# `COc1ccc(N2C(=O)CC(N3CCN(S(=O)(=O)c4c(F)cccc4F)CC3)C2=O)cc1OC` (centres undefined) as listed: PGC1a acetyl inh = ·; miR122 inh = ·; INS-1E GSIS act = 11; Statin myotox sup = ·

# Going on with the list:
# Below each compound: PGC1a acetyl inh | miR122 inh | INS-1E GSIS act | Statin myotox sup
> Cc1ccc(S(=O)(=O)Nc2nc3ccccc3nc2NCc2ccco2)cc1
  · | 0 | · | -4
> O=C(O)c1cccc2c(/C=N/Nc3ccccn3)c[nH]c12
  · | 2 | · | -3
> Nc1nnc(-c2ccco2)s1
  · | -4 | · | 3
> Cc1ccc[n+](CC(=O)c2cc3ccccc3oc2=O)c1
  · | 17 | · | 1
> CCc1noc(C)c1C(=O)Oc1ccc(N(C)S(=O)(=O)c2ccc(C)cc2)cc1
  -14 | · | · | -15
> CCN(CC)C(=O)c1sc(NC(=O)c2cc(-c3ccc(C)s3)nc3ccccc23)c(C(=O)OC)c1C
  -7 | -7 | · | ·
> O=C(Nc1ccc(S(=O)(=O)Nc2nccs2)cc1)C1CC(=O)N(c2ccccc2)C1 (centres undefined)
  -5 | -1 | · | ·
> CCOc1ccc(C(=O)CSc2nnc3ccccn23)cc1
  15 | -6 | · | ·
> Cc1nc2c(-c3ccccc3)c(C)[nH]n2c(=O)c1Cl
  2 | -5 | · | ·
> Cc1cccc(C)c1NC(=O)C(NC=O)c1ccc(Cl)cc1 (centres undefined)
  -2 | -1 | · | ·
> COc1ccccc1NC(=O)c1c(C)oc2c1CCCC2
  -8 | 7 | · | ·
> Clc1ccc(OCCSc2nnnn2C2CCCCC2)cc1
  -9 | -6 | · | ·
> CC12Cc3ccc4ccccc4c3C=C1C[N+](C)(C)C2 (centres undefined)
  3 | 2 | · | ·
> CCCN1CCC2(CC1)C(C#N)=C(N)Oc1c2sc2nc(C)cc(C)c12
  -13 | -4 | · | ·
> CCOC(=O)c1nnc(-c2ccc(C)cc2)nc1Sc1cccc(Cl)c1
  -21 | -2 | · | ·
> CSc1ccccc1C(=O)Nc1ncc(C)s1
  6 | 1 | · | ·
> Cn1c(=O)n(CC(=O)N2CCOCC2)c2ccccc21
  6 | -4 | · | ·
> COc1ccc(NC(=O)CCC(=O)c2ccc(-c3ccccc3)cc2)cc1
  4 | -1 | · | ·
> CCN(CC(=O)NCCc1ccc(S(N)(=O)=O)cc1)Cc1nc2cc(OC)c(OC)cc2c(=O)[nH]1
  0 | 1 | · | ·
> Fc1ccc(-c2nnc(CSc3nnc(-c4cccs4)o3)o2)cc1
  2 | 6 | · | ·
> CCc1ccc2nc(NC(=O)c3cc(C)on3)sc2c1
  -11 | 23 | · | ·
> Cn1c(N)c(N2CCCCC2)c(=O)n(CC(=O)Nc2ccc(Cl)c(Cl)c2)c1=O
  7 | 3 | · | ·
> Cc1cc(OCCOCCN(C)CCO)cc(C)c1Cl
  -8 | 12 | · | ·
> CCOc1cc(N2CCOCC2)c(OCC)cc1NC(=O)Cc1cccc(OC)c1
  2 | -4 | · | ·
> COC(=O)Cc1c(C)nc2nc(NCc3ccccc3OC)[nH]n2c1=O
  1 | 0 | · | ·
> CC(C)(C)c1ccc(NC(=O)COc2ccc(-n3ccnc3)cc2)cc1
  1 | -13 | · | ·
> CN(C)C=NC1=NN(c2cccc(C(F)(F)F)c2)CC1
  -1 | -5 | · | ·
> Cc1cc(C(=O)CSc2nc(N)cc(=O)[nH]2)c(C)n1CCc1ccc(F)cc1
  -7 | 5 | · | ·
> Oc1ccc(F)cc1-c1cc(-c2ccc3c(c2)OCCO3)n[nH]1
  -7 | 17 | · | ·
> CCOC(=O)C1=NOC(CNC(=O)c2c(-c3ccccc3Cl)noc2C)C1 (centres undefined)
  10 | -2 | · | ·
> NC1=NC(=O)CC(C(=O)Nc2cccc3ccccc23)S1 (centres undefined)
  2 | 0 | · | ·
> CC(C)C(=O)Nc1sc2c(c1-c1nc3ccccc3[nH]1)CCCC2
  -1 | -2 | · | ·
> Cc1nc2nc(-c3ccccc3)nn2c(C)c1Cl
  -13 | 7 | · | ·
> CCC(C)N1CCN(C(=O)c2cccs2)CC1 (centres undefined)
  -6 | -1 | · | ·
> Cc1cc(NC(=O)COC(=O)c2ccc(NS(=O)(=O)c3ccc(C)c(C)c3)cc2)no1
  -25 | 11 | · | ·
> Cc1ccsc1/C=C1\SC(N)=NC1=O
  -18 | -7 | · | ·
> N#CC1=C(N)Oc2cc(Nc3ccccc3)ccc2C1c1ccncc1 (centres undefined)
  9 | -4 | · | ·
> COC(=O)c1ccc(COC(=O)c2ccc(S(=O)(=O)N3CCC(C)CC3)cc2)o1
  -1 | -3 | · | ·
> Cc1nc(-c2cccc(S(=O)(=O)N3CCCCCC3)c2)cs1
  -3 | -2 | · | ·
> O=C(NC(=S)Nc1ccc(-c2ccc(CO)o2)cc1)c1cccs1
  -3 | -4 | · | ·
> O=S(=O)(NCc1ccc(Cl)cc1)c1ccc(Cl)nc1
  2 | 13 | · | ·
> COC(=O)C(C)Sc1nc2c(c(=O)[nH]c(=O)n2C)n1CCC(C)C (centres undefined)
  3 | 0 | · | ·
> Cc1cccc(C)c1Oc1nc(-c2ccccc2)ncc1S(=O)(=O)c1ccccc1
  6 | -7 | · | ·
> O=C(Nc1nc2c(s1)C(=O)CCC2)c1ccccc1
  3 | 4 | · | ·
> COCCn1c(C)c(C(=O)O)sc1=S
  -11 | -5 | · | ·
> Cn1c(-c2sc3cc(C(F)(F)F)cnc3c2-c2ccccc2)n[nH]c1=S
  6 | 9 | · | ·
> Cn1c(=O)c2c(-c3ccccc3F)c3c(nc2n(C)c1=O)-c1ccccc1C3O (centres undefined)
  -1 | -7 | · | ·
> COc1cccc(-c2ccc(C#N)c(OC(=O)c3c(Cl)cccc3Cl)n2)c1
  -14 | -1 | · | ·
> O=C(c1cc2nc(-c3ccco3)cc(C(F)(F)F)n2n1)N1CCc2ccccc2C1
  -2 | -1 | · | ·
> Cc1sc2nc3ccc(NCc4ccco4)nn3c(=O)c2c1C
  -2 | -9 | · | ·
> CS(=O)(=O)N1CCN(C/C=C/c2ccccc2)CC1
  9 | 2 | · | ·
> CC(=O)C1=C(O)C(=O)N(CCN2CCOCC2)C1c1ccc(N(C)C)cc1 (centres undefined)
  20 | -1 | · | ·
> Cc1ccc2nc(SCc3nc4c(cnn4-c4ccccc4)c(=O)[nH]3)[nH]c2c1
  -4 | 6 | · | ·
> CC(=O)Cc1nsc(Nc2ccc3c(c2)OCCO3)n1
  2 | 0 | · | ·
> CC1Cc2ccccc2C(=O)N1 (centres undefined)
  -6 | -7 | · | ·
> CCc1ccc(OCC(=O)Nc2ccc(-c3nc4ccccc4o3)c(O)c2)cc1
  -3 | -7 | · | ·
> Cc1c([N+](=O)[O-])nnn1-c1cc(Cl)cc(Cl)c1
  6 | 3 | · | ·
> CCOC(=O)c1c(C)oc2c1c(C(c1cccnc1)N1CCCCC1)c(O)c1ccccc12 (centres undefined)
  3 | -6 | · | ·
> c1csc(CNCCCN2CCOCC2)c1
  0 | -1 | · | ·
> O=C(Nc1nc2ccccc2[nH]1)c1ccccc1
  3 | 2 | · | ·

# Arranged by heavy-atom count (low to high): part of the list above
# Below each compound: PGC1a acetyl inh | miR122 inh | INS-1E GSIS act | Statin myotox sup
> O=C(Nc1nc2c(s1)C(=O)CCC2)c1ccccc1
  3 | 4 | · | ·
> Cc1cc(OCCOCCN(C)CCO)cc(C)c1Cl
  -8 | 12 | · | ·
> O=C(Nc1ccccc1C(=O)N1CCCCC1)C1CCCCC1
  · | · | 9 | ·
> O=C(NC(=S)Nc1ccc(-c2ccc(CO)o2)cc1)c1cccs1
  -3 | -4 | · | ·
> COc1cccc(-c2ccc(C#N)c(OC(=O)c3c(Cl)cccc3Cl)n2)c1
  -14 | -1 | · | ·
> CCOc1cc(CNc2cccc3ccccc23)cc(Br)c1OCC(=O)NC(C)(C)C
  · | -2 | · | 13

# Another view of part of the listing above.
SMILES,PGC1a acetyl inh,miR122 inh,INS-1E GSIS act,Statin myotox sup
COC(=O)C(C)Sc1nc2c(c(=O)[nH]c(=O)n2C)n1CCC(C)C (centres undefined),3,0,·,·
Cc1cccc(C)c1Oc1nc(-c2ccccc2)ncc1S(=O)(=O)c1ccccc1,6,-7,·,·
O=C(Nc1nc2c(s1)C(=O)CCC2)c1ccccc1,3,4,·,·

# Additional compounds.
# Below each compound: PGC1a acetyl inh | miR122 inh | INS-1E GSIS act | Statin myotox sup
> O=C1c2ccccc2C(=O)c2c1oc(C(F)(F)F)c2C(=O)c1ccccc1
  ? | 1 | · | ·
> CC(C)N1C(=O)/C(=C/c2nc3ccccc3c(=O)n2-c2ccccc2)c2ccccc21
  26 | -10 | · | ·
> COc1ccc(N2C(=O)CC(Sc3nc(C)c4c(n3)CCCC4)C2=O)cc1 (centres undefined)
  -7 | 4 | · | ·
> O=C(Cc1sc(-c2ccccc2Cl)nc1-c1ccccc1)Nc1ccc(F)cc1
  9 | -2 | · | ·
> COc1cccc(/C=N/NC(=O)c2c(-c3ccccc3)noc2C)c1O
  9 | 3 | · | ·
> CSc1nc2[nH]c3c(c2c2nnnn12)CCCC3
  -24 | -2 | · | ·

# As entered above.
# miR122 inh, CSc1nc2[nH]c3c(c2c2nnnn12)CCCC3 reads -2
# PGC1a acetyl inh, COc1cccc(/C=N/NC(=O)c2c(-c3ccccc3)noc2C)c1O reads 9
